# Source: PubChem (National Center for Advancing Translational Sciences (NCATS))
# ATXN2 expr inh: inhibitors of ATXN2 expression | Potency, µM (titrated, usually from 57 µM), without a hit: at the top dose activity change, negative = inhibition, most hits filed as inhibitors | hit rate 0.72% among 360,000 | HEK-293 ATXN2-luciferase reporter, luminescence, 24 h; also: potency is read from the fitted curve at half-maximal effect; % is scaled to controls: 0 for no effect and ±100 for the full control effect; nearly all actives have a fitted effect of over 55% in size
#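 qHTS (up to 57 uM final) was run with 24 h compound exposure of reporter cells at 37 °C. Each well was multiplexed: SteadyGlo luminescence measured ATXN2-luciferase expression after a fluorogenic Gly-Phe-AFC viability readout (25 uM final).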
# KB-3-1 cytotox: KB-3-1 parental cell cytotoxicity. KB-3-1 viability, CellTiter-Glo ATP luminescence, 72 h. Potency, µM (highest dose often 46.1 µM), for the others: at the highest dose activity change, negative = cytotoxic, usual class: cytotoxic. hit rate 1.4% among 400,000. AID 1347075; also: potency is read from the fitted curve at half-maximal effect; % is scaled to controls: 0 for no effect and ±100 for the full control effect; nearly all actives have a fitted effect of over 60% in size
#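 72 h, 37 °C compound treatment of KB-3-1 parental cells; CellTiter-Glo added, 10 min, luminescence read. Data corrected against DMSO-only plates and normalized before curve fitting.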
# SW480 rerep: DNA re-replication induction in SW480 cells; SW480 DNA re-replication, Hoechst DNA content imaging, 48 h; Potency, µM (doses to about 46.1 µM), inactives show at the highest dose re-replication activation, most hits filed as activators; hit rate 1.8% among 340,000; AID 624297; also: potency is read from the fitted curve at half-maximal effect; % of control where 0% means no effect; nearly all actives have a fitted effect of over 55% in size
#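 First, 250 cells per well were seeded. Next, compound or vehicle (23 nL) was pinned in, plates sat 48 hr at 37 C. Finally Hoechst was added for 40 min before fluorescence scanning.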
# ATXN viability: viability counter-screen for ATXN expression inhibitors; AID 651635; S2 cells (HEK-293 line with an ATXN2-luciferase reporter) viability, CellTiter-Fluor protease fluorescence, 24 h; Potency, µM (series often up to 56.7 µM), usual class: cytotoxic; hit rate 0.49% among 400,000; also: potency is read from the fitted curve at half-maximal effect; nearly all actives have a fitted effect of over 40% in size
# IL-1B inflam inh: inhibitors of inflammasome signaling (IL-1 beta secretion); THP-1 LPS/ATP IL-1B secretion, AlphaLISA, 16 h; hits give low values; activity change, % at 57.5 µM; hit rate 4.7% among 360,000; AID 743279; in the data active = activity change below about -50%; inconclusive = mostly about -30% to -49%; also: % is scaled to controls: 0 for no effect and ±100 for the full control effect
#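 THP-1 cells pretreated 1 hr with compounds (up to 57.5 uM final), then stimulated with LPS (250 ng/mL final) plus ATP (1.25 mM final); secreted IL-1B measured by AlphaLISA after 16 hr, decreased signal indicating inhibition.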
# HT1080 IDH1KD tx: kills HT-1080 cells with IDH1 knockdown; HT-1080 IDH1 knockdown viability, ATP luminescence, 48 h; Potency, µM (highest dose often 46.1 µM), without a hit: at the highest dose activity, negative = toxicity, usual class: cytotoxic; hit rate 2% among 360,000;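 also: potency is read from the fitted curve at half-maximal effect; 0% = DMSO wells and -100% = cell-free medium wells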
#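 Using the IDH1-knockdown HT-1080 line run in the same batch and compound series as the NT line, viability after 48 h at 37 °C was determined by CellTiter-Glo luminescence and expressed as % activity.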
# HepG2 viability: kills HepG2 cells in TGF-b inhibitor counter-screen; Potency, µM (titrated, usually from 46.1 µM), for the others: at the highest dose activity change, negative = cytotoxicity, hits mostly cytotoxic; HepG2 CAGA-GFP viability, ATP luminescence, 18 h; AID 588856; hit rate 0.76% among 410,000; also: potency is read from the fitted curve at half-maximal effect; some results filed as inactive show a strong effect at the top dose
#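 CellTiter-Glo luminescence gave cytotoxicity after 18 hours at 37 degrees C. The cells were HepG2 CAGA-GFP in 1% FBS DMEM, stimulated with 500 pg/mL TGF-beta after compound addition. %Activity was normalised to no-cell wells (complete cell-killing) and DMSO (no toxicity), and curves were fitted and classified.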
# MCF10A rereplic: inducers of DNA re-replication in MCF 10A breast cells; MCF 10A DNA re-replication, Hoechst nuclear intensity, 48 h; Potency, µM (doses to about 46.1 µM), inactives show at the top dose activity, positive = re-replication, usual class: activators; hit rate 2.9% among 350,000; also: potency is read from the fitted curve at half-maximal effect; % of control where 0% means no effect; nearly all actives have a fitted effect of over 50% in size
# HT1080NT lethal: kills 2HG-producing HT-1080-NT fibrosarcoma cells; Potency, µM (highest dose often 46.1 µM), for the others: at the top dose activity, negative = less viability, most hits filed as cytotoxic; hit rate 1.6% among 360,000; HT-1080-NT fibrosarcoma viability, CellTiter-Glo ATP luminescence, 48 h;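 also: NT is the 2HG producing partner of a matched IDH1 knockdown line; potency is read from the fitted curve at half-maximal effect; 0% = DMSO-treated cells and -100% = media-only wells without cells; nearly all actives have a fitted effect of over 55% in size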
#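 HT-1080-NT fibrosarcoma cells (2HG-overproducing), 750 cells/well in RPMI with 5% FBS, dosed after 2 h and incubated 48 h at 37C. CellTiter-Glo luminescence normalized to DMSO and no-cell wells; concentration-response curves fitted and classed.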
# An asterisk follows results filed as active; i = inactive; ? = inconclusive; nt = no result given; [ ] = dose if it differs, or a comment. Unless noted, calls follow the shape of the dose curve; as a rule, active = well fitted curve in the direction sought with a large enough effect; inconclusive = small, poorly fitted or top-dose-only effect, or another doubt; inactive = no such curve, though single readings can be large; an effect the other way counts as inactive or inconclusive.
# Value order – ATXN2 expr inh	KB-3-1 cytotox	SW480 rerep	ATXN viability	IL-1B inflam inh	HT1080 IDH1KD tx	HepG2 viability	MCF10A rereplic	HT1080NT lethal
1. CC(=O)c1c(C)oc2ccc(N(C(C)=O)S(=O)(=O)c3cccc([N+](=O)[O-])c3)cc12
  nt	4.8%	?	i	14.0	4.9%	-9.9%	-15.5%	-0.4%
2. CCC(=O)Nc1ccc(NC(=S)Nc2ccccc2)cc1
  0.1%	10.9%	0.5%	i	-5.3	20.9%	11.8%	2.5%	29.4%
3. C/C(=N\NC(=O)c1ccccc1O)c1ccc(NC(=O)Cc2ccccc2)cc1
  16.6%	?	11.6µM*	i	0.2	0.4%	-76.0%	-2.2%	-1.2%
4. CCn1cc(C(=O)N2CC(C)CC(C)C2)c(=O)c2cc(S(=O)(=O)N3CCOCC3)ccc21 (stereo not given)
  3.9%	11.4%	4.7%	i	-1.4	1.3%	2.7%	6.7%	6.5%
5. O=C(/C=C/c1ccco1)NC(=S)Nc1nc(-c2ccc3ccccc3c2)cs1
  5.4%	4.61µM*	?	i	-5.2	?	-1.2%	1.16µM*	?
6. CN(Cc1ccc(-n2cccn2)cc1)C(=O)c1cnn2c1NC(c1ccco1)CC2C(F)(F)F (stereo not given)
  23.0%	?	3.8%	i	-54.2*	-7.1%	2.7%	?	-7.8%
7. CCN1C(=O)N[C@@H](CCc2ccccc2)[C@@H](C(=O)OC)[C@H]1C
  8.6%	4.0%	-12.6%	i	10.3	10.7%	-0.1%	?	21.7%
8. O=C(CNC(=O)N1CC(=O)Nc2ccccc21)Nc1nccs1
  8.6%	22.0%	3.9%	i	43.9	10.6%	8.6%	-21.3%	5.4%
9. CC(=O)c1ccc(Nc2cc(C)nc3c(C)cccc23)cc1
  nt	-2.0%	1.16µM*	?	-6.5	3.66µM*	-20.8%	23.1µM*	5.17µM*
10. COc1cccc(OC)c1C(=O)NCCN1CCN(C(=O)c2c(OC)cccc2OC)CC1
  -3.5%	12.0%	-8.8%	i	-14.8	7.5%	-1.6%	2.1%	-1.3%
11. Cc1cc(NC(=O)CSc2nnc(-c3ccco3)n2CC2CCCO2)no1 (stereo not given)
  -2.4%	25.6%	-3.8%	i	14.4	9.2%	-6.7%	0.9%	-0.1%
12. COc1ccc(C(=O)Nn2c(SCC(=O)NCc3ccccc3)nc3ccccc3c2=O)cc1
  ?	-3.2%	0.5%	i	-7.3	-1.9%	3.7%	70.4%[0.0737 µM]	0.3%
13. CCS(=O)(=O)N1Cc2ccccc2CC1C(=O)OCC(=O)Nc1ccc(C)cc1 (stereo not given)
  1.9%	6.3%	-0.6%	?	24.5	4.6%	5.3%	-9.2%	8.9%
14. COc1cc(/C=C2/NC(=O)N(Cc3ccccc3F)C2=O)ccc1Oc1ccc([N+](=O)[O-])cn1
  1.1%	-12.9%	-0.9%	i	0.0	0.3%	-7.1%	-1.0%	0.4%
15. CCCC(=O)Nc1cccc(Oc2ccc3c(c2)C(=O)NC3=O)c1
  11.3%	-1.8%	-3.0%	i	12.2	-12.7%	-11.3%	-4.7%	2.5%
16. CC(C)N(C(=O)Cn1cc(S(=O)(=O)CC(=O)NC2CCCCC2)c2ccccc21)C(C)C
  nt	4.6%	-3.4%	?	-10.0	8.7%	-2.9%	1.4%	-3.0%
17. CCOc1ccc(CNc2nc3ccccc3n2C)cc1
  nt	-3.0%	-0.2%	nt	-13.3	-10.3%	-2.4%	11.9%	-13.2%
18. N#Cc1ccc(COC(=O)c2cc(=O)c3ccccc3o2)cc1
  ?	18.2%	?	i	-7.7	-2.8%	-22.6%	-5.6%	-7.0%
19. Cn1cnc(C(=O)NC2CCN(C(=O)OC(C)(C)C)CC2)c1C(=O)NC1CCN(C(=O)OC(C)(C)C)CC1
  14.3%	0.0%	-9.4%	i	16.8	6.0%	9.6%	?	15.1%
20. CCCc1nc2ccccc2c(=O)n1/N=C/c1ccc(O)cc1O
  -11.6%	-0.7%	?	i	0.0	-17.2%	-2.2%	-3.0%	-13.5%
21. O=C(OCc1ccc(Cl)cc1)c1cnccn1
  -11.4%	4.0%	1.6%	i	18.6	3.4%	-2.0%	-4.2%	1.3%
22. COc1ccc(-c2n[nH]c(=S)n2Cc2ccccc2)cc1
  1.7%	-22.9%	-6.8%	i	-0.5	-25.5%	2.2%	2.7%	-10.6%
23. COc1ccc(/C=N/N2CCN(c3ccccc3)CC2)cc1Br
  4.7%	-0.7%	-17.5%	i	-55.0*	16.7%	-10.1%	-1.4%	5.4%
24. CCC1CCC/C1=N\NC(=O)c1ccoc1C (stereo not given)
  14.5%	2.0%	-5.6%	i	10.2	15.5%	-4.2%	-12.2%	-0.3%
25. Cc1cccc(CN2CCC(CNC(=O)CCNC(=O)Cn3ccc4ccccc4c3=O)CC2)c1
  -15.7%	7.7%	-1.7%	i	?	17.9%	-11.5%	-0.6%	16.1%
26. CCN1C(=O)[C@H]2[C@@H](c3ccc(-c4ccc5c(c4)OCO5)c(OC)c3)N[C@@](C)(C(=O)OC)[C@H]2C1=O
  -4.1%	5.0%	-12.2%	?	15.6	-7.8%	-3.0%	-9.2%	?
27. COc1cccc(-n2c(CCn3nc(C)c([N+](=O)[O-])c3C)n[nH]c2=S)c1
  -4.5%	20.6%	23.0%	i	65.7	2.7%	-22.9%	9.9%	-16.2%
28. CCOC(=O)c1c(C)nn(-c2ncccc2NC(=O)CCC(=O)O)c1C
  -0.5%	1.0%	?	i	nt	4.5%	-12.7%	-13.9%	24.4%
29. O=C(NC(c1ccc(F)cc1)c1ccc2ccccc2n1)C1CCN(Cc2ccc(Oc3ccccc3)cc2)CC1 (stereo not given)
  -32.5%	?	nt	i	-75.1*	?	-3.4%	nt	-59.8%
30. O=C(CC1SC(N2CCCCC2)=NC1=O)Nc1cccc(C(=O)N2CCCC(C(F)(F)F)C2)c1 (stereo not given)
  -2.3%	-2.4%	-13.2%	i	35.9	-0.2%	5.6%	-2.2%	1.7%
31. C=CCc1c(C)nc2c(OC)cccc2c1Cl
  27.7%	4.0%	-3.2%	i	16.0	-2.3%	-0.6%	2.4%	-6.2%
32. Cc1ccc(Cn2c(SCC(=O)NCC3CCCO3)nc3c2c(=O)n(C)c(=O)n3C)cc1 (stereo not given)
  -21.0%	10.2%	-6.4%	i	28.1	5.0%	-3.9%	-1.1%	13.4%
33. Cc1ccccc1CC(=O)NC1CCN(C)CC1
  3.6%	3.6%	0.2%	i	0.9	15.1%	1.7%	4.4%	12.5%
34. Cc1nn(Cc2ccc(Cl)cc2)c(C)c1N
  -6.9%	-8.0%	0.0%	i	2.1	10.1%	3.2%	4.4%	8.8%
35. COc1cc(CN2C[C@@H](CO)O[C@@H](n3cnc4c(NCc5ccncc5)ncnc43)C2)cc(OC)c1OC
  12.7%	-0.2%	nt	i	20.4	11.6%	-21.8%	nt	4.1%
36. Cc1cc(C(=O)CN2C(=O)C3CC=CCC3C2=O)c(C)n1-c1ccccc1 (stereo not given)
  29.0%	?	-0.6%	i	0.5	-12.5%	-22.9%	?	-8.1%
37. CCS(=O)(=O)N1CCC(C(=O)NCc2cc(OC)ccc2OC)CC1
  -9.2%	3.1%	10.5%	i	-3.1	4.0%	-9.3%	?	3.2%
38. CCNC(=O)/C(=C\c1ccc2c(c1)OCO2)NC(=O)c1ccc(Br)cc1
  2.7%	-0.4%	-0.4%	i	-5.5	2.8%	0.8%	-25.4%	2.6%
39. Cc1cccc(CN2CCN(C3CN(Cc4cn(Cc5ccc(F)cc5)nn4)S(=O)(=O)C3)CC2)c1 (stereo not given)
  2.9%	-23.3%	nt	i	-4.0	12.5%	nt	nt	14.8%
40. CCCC(CCC)C(=O)Nc1c[nH]c(=O)[nH]c1=O
  nt	-16.6%	-15.5%	nt	20.9	-1.7%	6.1%	5.9%	-0.6%

# 2 compounds from above, showing only ATXN viability and KB-3-1 cytotox.
no. | canonical_smiles | ATXN viability | KB-3-1 cytotox
29 | O=C(NC(c1ccc(F)cc1)c1ccc2ccccc2n1)C1CCN(Cc2ccc(Oc3ccccc3)cc2)CC1 (stereo not given) | i | ?
40 | CCCC(CCC)C(=O)Nc1c[nH]c(=O)[nH]c1=O | nt | -16.6%

# From no. 31 to 33, as listed above:
# Value order – ATXN2 expr inh	KB-3-1 cytotox	SW480 rerep	ATXN viability	IL-1B inflam inh	HT1080 IDH1KD tx	HepG2 viability	MCF10A rereplic	HT1080NT lethal
31. C=CCc1c(C)nc2c(OC)cccc2c1Cl
  27.7%	4.0%	-3.2%	i	16.0	-2.3%	-0.6%	2.4%	-6.2%
32. Cc1ccc(Cn2c(SCC(=O)NCC3CCCO3)nc3c2c(=O)n(C)c(=O)n3C)cc1 (stereo not given)
  -21.0%	10.2%	-6.4%	i	28.1	5.0%	-3.9%	-1.1%	13.4%
33. Cc1ccccc1CC(=O)NC1CCN(C)CC1
  3.6%	3.6%	0.2%	i	0.9	15.1%	1.7%	4.4%	12.5%

# More records.
# Value order – ATXN2 expr inh	KB-3-1 cytotox	SW480 rerep	ATXN viability	IL-1B inflam inh	HT1080 IDH1KD tx	HepG2 viability	MCF10A rereplic	HT1080NT lethal
41. COc1cccc(C(=O)Nc2cc(C)on2)c1
  nt	-2.4%	nt	i	-28.1	-0.2%	-11.4%	nt	-4.7%
42. O=C(NNC(=O)c1cccs1)c1ccc(Cl)c(S(=O)(=O)N2CCCC2)c1
  -10.1%	-0.2%	-7.2%	i	38.2	1.3%	-7.1%	4.2%	-2.4%
43. Cc1cn([C@H]2C[C@H](O)[C@@H](CNCc3cnc(N4CCOCC4)nc3)O2)c(=O)[nH]c1=O
  9.9%	?	nt	i	7.1	-2.2%	1.2%	nt	0.1%
44. CCOC(=O)NC(=S)Nc1cccc(NC(=S)NC(=O)OCC)c1
  1.7%	8.5%	-8.4%	i	0.4	2.7%	0.1%	-1.6%	-2.5%
